From PubChem BioAssay
Nrf2 ARE act: activates Nrf2 signaling | Potency, µM (highest dose often 46.1 µM), inactives show at the top dose activation, actives largely listed as activators | 0.31% of 410,000 active | AID 624171 | AREc32 ARE-luciferase reporter (MCF7-derived line), luminescence, 24 h; note: potency is the fitted concentration of half-maximal effect; % of control where 0% means no effect; nearly all actives have a fitted effect of over 65% in size
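ARE-driven firefly luciferase activity in AREc32 cells measured after a 24 hr compound exposure at 37 deg C, using Steady-Glo reagent and a 30 min room-temperature hold.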
CCT chaperon mod: cytosolic chaperonin activity modulation; purified chaperonin ATPase assay, HTRF ADP detection, 30 min; activity change, % (no concentration beside the values), hits read low; 0.3% of 360,000 active; AID 651819; in the data active = activity change below about -30%; note: % is set by controls: 0 for no effect and ±100 for the full control effect
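ATPase activity: ADP formed was measured by HTRF Transcreener (665/615 nm ratio) after 30 min at 37 deg C with 10 uM ATP. Compounds screened at one 76 uM concentration against 40 or 20 nM TRiC in Tris pH 7.4/KCl/MgCl2/DTT buffer.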
pAkt inh: inhibitors of Akt phosphorylation; activity change, % for hits at 50 µM; Neuro2A IGF-stimulated pAkt S473 HTRF, 20 min; hits give low values; 0.32% of 360,000 active; in the data active = activity change below about -80%; inconclusive = mostly about -51% to -80%; note: % is set by controls: 0 for no effect and ±100 for the full control effect
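Neuro2A cells (4,500/well, DMEM with 0.5% FBS) were treated with compound at a single 50 µM final concentration, stimulated with 6 nM IGF for 20 min at 37 °C, and lysed. Phospho-Akt Ser473 was read by HTRF as 665/615 ratio ×10^4.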
MmCpn inh: M. maripaludis TRiC chaperonin inhibition. purified Mm-Cpn ATPase, ADP Transcreener TR-FRET. Potency, µM (doses to about 76.9 µM), inactives show at the highest dose activity, negative = inhibition, usual class: inhibitors. 0.031% of 330,000 active; note: potency is the fitted concentration of half-maximal effect; % is set by controls: 0 for no effect and ±100 for the full control effect; nearly all actives have a fitted effect of over 80% in size
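Compound-treated chaperonin, 25 nM final, turns over 10 uM ATP at 37°C for 30 min following a 10 min preincubation; ADP generated competes with ADP-d2 for Eu-cryptate antibody, lowering FRET.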
A549 tox: kills or reduces viability of A549 cells in Nrf2 counter-screen. A549 ARE-Fluc cells, CellTiter-Fluor viability, 18-24 h. Potency, µM (doses to about 46 µM), without a hit: at the top dose activity change, negative = cytotoxicity, usual class: inhibitors. 0.16% of 390,000 active; note: potency is the fitted concentration of half-maximal effect; % is set by controls: 0 for no effect and ±100 for the full control effect
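A549 ARE-Fluc cells in 5% FBS OPTI-MEM, 5000 cells/well, rested 2 h then exposed to compounds in concentration-response for 18-24 h at 37 °C. Viability by CellTiter-Fluor fluorescence (Ex 405/Em 525) after 30 min; luciferase luminescence (BugLite, 15 min, RT) read afterwards.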
HepG2 tox: counter-screen for TGF-b inhibitors: cytotoxicity in HepG2 cells. HepG2 CAGA-GFP viability, ATP luminescence, 18 h. 0.76% of 410,000 active. Potency, µM (series often up to 46.1 µM), inactives show at the highest dose activity change, negative = cytotoxicity, usual class: cytotoxic; note: potency is the fitted concentration of half-maximal effect; some results filed as inactive show a strong effect at the top dose
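HepG2 CAGA-GFP cells (1000/well, DMEM with 1% FBS) received compound, then TGF-beta at 500 pg/mL final, and were incubated 18 hours at 37 degrees C. Viability was read by CellTiter-Glo luminescence. Media-only wells were set as complete cell-killing and DMSO as no toxicity.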
Nrf2 inh: blocks Nrf2 signaling | A549 ARE-Fluc reporter, luciferase luminescence, 18-24 h | Potency, µM (series often up to 46 µM), inactives show at the top dose activity change, negative = inhibition, most hits filed as inhibitors | 2.1% of 360,000 active | AID 504444; note: potency is the fitted concentration of half-maximal effect; % is set by controls: 0 for no effect and ±100 for the full control effect; nearly all actives have a fitted effect of over 60% in size
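Concentration-response testing used A549 ARE_Fluc cells at 5000 cells/well. Following an 18-24 h compound incubation, viability was read by fluorescence (Ex 405/Em 525) and luciferase output by luminescence.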
TGFb SMAD3 inh: inhibitors of TGF-b signaling; HepG2 CAGA-GFP TGF-b/SMAD3 reporter, GFP fluorescence, 18 h; TGF-beta stimulated, 500 pg/mL final; Potency, µM (top dose mostly 46.1 µM), without a hit: top-dose activity, negative = inhibition, actives largely listed as inhibitors; 1.2% of 410,000 active; AID 588855; note: potency is the fitted concentration of half-maximal effect; % is set by controls: 0 for no effect and ±100 for the full control effect; nearly all actives have a fitted effect of over 65% in size
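Cell-based qHTS in HEPG2 carrying a CAGA-GFP Smad reporter; compounds added before 500 pg/mL final TGF-beta, 18 h incubation at 37 degrees C, GFP fluorescence quantified per cell by imaging cytometry.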
ATXN viability: cell viability loss in ATXN counter-screen. S2 cells (HEK-293 line with an ATXN2-luciferase reporter) viability, CellTiter-Fluor protease fluorescence, 24 h. Potency, µM (doses to about 56.7 µM), most hits filed as cytotoxic. 0.49% of 400,000 active; note: potency is the fitted concentration of half-maximal effect; nearly all actives have a fitted effect of over 40% in size
* marks the source's active call; other numbers are inactive results; i = inactive; ? = inconclusive; . = not tested or not shown; [ ] = remark or other dose. Unless noted, calls come from the whole dose curve; as a rule, active = well fitted curve in the direction sought with a large enough effect; inconclusive = small, poorly fitted or top-dose-only effect, or another doubt; inactive = no such curve, though single readings can be large; an effect the other way counts as inactive or inconclusive.

Structure	Nrf2 ARE act	CCT chaperon mod	pAkt inh	MmCpn inh	A549 tox	HepG2 tox	Nrf2 inh	TGFb SMAD3 inh	ATXN viability
O=C(CN1C(=O)C2CC=CCC2C1=O)N1CCN(S(=O)(=O)c2ccccc2)CC1 (stereo not drawn)	0.5%	0.3	i	-0.2%	0.0%	-4.2%	1.0%	2.0%	?
Cc1cc(OCC(=O)NCCCN2CCCC2=O)c2c(C)c(C)c(=O)oc2c1	5.6%	0.6	i	-2.3%	-2.9%	-23.1%	-28.8%	-4.0%	?
Cc1ccc(OCC(=O)c2cc(C)n(-c3cc(C)on3)c2C)c([N+](=O)[O-])n1	?	2.1	i	-2.3%	17.9%	-1.5%	?	?	i
O=C(OCC1OC(n2cc(Br)c(=O)[nH]c2=O)C(Br)C1O)c1ccccc1 (stereo not drawn)	3.5%	-0.2	i	0.4%	1.9%	-0.2%	1.0%	2.0%	.
CCN1/C(=C/c2ccc3cc(C)ccc3[n+]2CC)Sc2cc(C)c(C)cc21	-0.5%	-2.7	i	-3.5%	?	-12.8%	1.3µM*	84.9%[activator]	?
CC1CN(C(=O)CCC(=O)N2CCN(c3ccccn3)CC2)c2ccccc2O1 (stereo not drawn)	-0.3%	0.1	i	0.9%	1.3%	-3.7%	-6.1%	14.9%	i
COc1ccc(NC(=O)CSc2nc3ccccc3c(=O)n2CCCN2CCOCC2)c(OC)c1	3.5%	0.4	i	-0.1%	-12.6%	-16.5%	-18.4%	-5.2%	i
COc1ccccc1-n1c(SCC(=O)Nc2ccc(Br)cc2)nc(O)cc1=O	0.0%	-1.1	i	-0.5%	2.1%	-32.3%	-7.5%	-10.6%	i

Single records, from the list above. Order of screens: Nrf2 ARE act | CCT chaperon mod | pAkt inh | MmCpn inh | A549 tox | HepG2 tox | Nrf2 inh | TGFb SMAD3 inh | ATXN viability
CC1CN(C(=O)CCC(=O)N2CCN(c3ccccn3)CC2)c2ccccc2O1 (stereo not drawn) reads -0.3% | 0.1 | i | 0.9% | 1.3% | -3.7% | -6.1% | 14.9% | i
COc1ccccc1-n1c(SCC(=O)Nc2ccc(Br)cc2)nc(O)cc1=O reads 0.0% | -1.1 | i | -0.5% | 2.1% | -32.3% | -7.5% | -10.6% | i
O=C(CN1C(=O)C2CC=CCC2C1=O)N1CCN(S(=O)(=O)c2ccccc2)CC1 (stereo not drawn) reads 0.5% | 0.3 | i | -0.2% | 0.0% | -4.2% | 1.0% | 2.0% | ?

Following part.
Structure	Nrf2 ARE act	CCT chaperon mod	pAkt inh	MmCpn inh	A549 tox	HepG2 tox	Nrf2 inh	TGFb SMAD3 inh	ATXN viability
Cc1cccn2c(CN[C@@H]3CCCC[C@H]3c3ccccc3)c(C(=O)N3CCOCC3)nc12	-0.6%	-1.3	i	3.1%	4.0%	-13.1%	20.2%	-1.8%	i
N#CC(C#N)=C1C(=O)N(CCN2CCCCC2)c2ccccc21	3.5%	0.7	i	-7.7%	2.0%	-38.8%	-10.5%	0.5%	?
O=C(CN1C(=O)S/C(=C\C=C\c2ccccc2)C1=O)Nc1cccc(O)c1	23.7%	-0.5	i	-16.0%	-2.9%	-17.8%	6.7%	?	i
CCOC(=O)CSc1nnc2n(-c3ccccc3)c(=O)c3c4c(sc3n12)CC(C(C)(C)C)CC4 (stereo not drawn)	-0.1%	.	.	.	-6.6%	11.2µM*	-12.6%	?	.
CCNC(=O)C1(C)CCCN(Cc2ccc(-c3ccccc3)o2)C1 (stereo not drawn)	0.9%	-1.9	i	.	.	-31.2%	.	-4.5%	i
Cc1cc(C)c(S(=O)(=O)NC2CC2)c(C)c1	-0.6%	1.4	i	0.8%	6.0%	10.7%	-10.4%	-3.8%	i
CCOC(=O)N1CCN(C2CCCN(C(=O)c3cccc(N(C)C)c3)C2)CC1 (stereo not drawn)	0.0%	1.5	i	-4.1%	-4.5%	2.5%	-9.8%	0.5%	i
CCN(CC)C(=O)CSc1nc2[nH]ncc2c(=O)[nH]1	0.5%	-0.9	i	1.2%	0.0%	12.2%	9.7%	6.5%	i
CCOC(=O)c1c(NC(=O)/C=C/c2ccc(OCC)cc2)sc(C)c1C	-0.4%	.	.	.	-0.9%	-1.9%	-1.8%	13.3%	i
Cc1oc(-c2ccc(Cl)cc2)nc1CSc1nnc(C)n2c1cc1sccc12	2.9%	.	.	.	4.5%	5.6%	?	-6.9%	.
c1ccc2c(c1)oc1c(NCC3CCCO3)ncnc12 (stereo not drawn)	4.3%	1.3	i	-1.9%	-0.2%	-23.9%	2.6%	0.0%	i
O=C(Nc1nnc(SCC(=O)N2CCCc3ccccc32)s1)c1ccc2ccccc2c1	-0.1%	-1.2	i	?	0.9%	2.8%	?	-13.9%	i
COc1ccc(C(=O)NCCN(C)C)c2nc3ccccc3cc12	-1.7%	-2.9	i	.	?	8.6%	?	7.08µM*	?
CCc1ccc(-c2cc(C)no2)cc1S(=O)(=O)N1CCN(c2ccc(C(C)=O)cc2)CC1	3.1%	-2.4	i	?	-0.2%	-10.6%	?	-9.0%	i
Cc1cc(C)c(CN2CCCC(CNC(=O)c3ccc(F)cc3)C2)c(-n2cccn2)c1 (stereo not drawn)	0.0%	0.2	i	1.9%	0.4%	-55.3%	-16.6%	-3.6%	i
CC(C)C1C(=O)N(Cc2cn(CC3CCCCC3)nn2)CCS(=O)(=O)N1Cc1ccc(-c2ccncc2)cc1 (stereo not drawn)	-0.8%	-3.1	i	.	.	-22.7%	.	-2.1%	i
Cc1ccc(C(=O)N2CCN(c3cccc(C)c3C)CC2)cc1S(=O)(=O)N1CCOCC1	0.4%	-4.2	i	-12.6%	-6.4%	-15.9%	?	-9.0%	i
CC1(C(=O)NS(=O)(=O)C2CC2)CCCN(C(=O)c2ccc3ccccc3c2)C1 (stereo not drawn)	-1.1%	-1.9	i	.	.	9.3%	.	5.2%	i
O=C(O)CSc1nnc(-c2ccncc2)n1CCc1ccccc1	0.0%	-2.3	i	1.3%	2.1%	-1.2%	15.8%	-9.0%	i
COc1ccc(/C=N\n2nnc3ccccc32)cc1	-0.1%	-0.1	i	0.6%	0.2%	-34.9%	?	19.3%	i
COc1ccccc1C(=O)NCCC(=O)NC1CCCCCC1	-0.7%	-1.2	i	-2.9%	-17.5%	-11.8%	0.6%	-23.7%	i
O=c1nc(N/N=C/c2ccccn2)cn[nH]1	0.9%	2.4	i	0.9%	-24.9%	-13.3%	?	5.7%	i
CC1C/C(=N\NC(=O)c2ccc(NS(=O)(=O)c3ccc(Br)cc3)cc2)CC(C)(C)C1 (stereo not drawn)	-0.8%	-1.7	i	-0.3%	-0.5%	-17.6%	-5.1%	1.3%	i
Cc1ccc(SCc2cc(=O)[nH]c(Nc3nc(C)c4cccc(C)c4n3)n2)cc1	0.9%	2.4	i	1.3%	1.9%	1.4%	?	0.8%	i
CC(C)=CC(=O)OCC(=O)Nc1ccc(SC(F)F)cc1	-0.5%	-3.3	i	-1.3%	-7.4%	5.3%	4.3%	19.6%	i
Cc1cccc(CS(=O)(=O)Cc2ccc(C(=O)NCc3ccco3)o2)c1	3.7%	1.0	i	-4.0%	-6.9%	7.3%	10.4%	9.5%	i
Cc1cccc(CN2CCN(C3CN(Cc4ccccc4)S(=O)(=O)C3)CC2)c1 (stereo not drawn)	4.5%	1.6	i	.	.	-16.2%	.	-23.2%	i
Cc1nnc(SCC(=O)Nc2ccc3[nH]c(=O)[nH]c3c2)s1	-0.6%	-0.4	i	-3.2%	-20.0%	8.7%	-14.5%	8.4%	i
Cc1ccc(CN2C(=O)[C@@H]3Cc4c([nH]c5ccccc45)C(C)(C)N3C2=O)cc1	-1.2%	.	.	.	0.5%	-38.1%	?	?	?
Cc1nc2ccccn2c1C(=O)/C=C/c1cccc([N+](=O)[O-])c1	?	-1.4	i	-2.8%	5.5%	-21.6%	10.6%	-0.1%	i
CCOC(=O)C1CCN(S(=O)(=O)CCNC(=O)c2ccc(F)cc2)CC1	-0.7%	-1.7	i	1.0%	0.0%	3.4%	-9.1%	?	i
COc1ccccc1CN1CC(C(=O)NCc2cc(F)ccc2C)CCC1=O (stereo not drawn)	-0.2%	1.5	i	0.5%	-5.1%	-15.8%	?	-0.7%	i
CCOc1cc(NC(=O)c2ccccn2)c(OCC)cc1NC(=O)c1ccc(C)cc1	-0.2%	2.4	i	0.9%	-22.7%	4.7%	?	-2.0%	i
O=C(Nc1ccccc1-c1ccccc1)c1ccc(Cl)c([N+](=O)[O-])c1	?	1.8	i	-0.8%	0.2%	-7.3%	16.0%	-21.2%	i
O=C1C2CC=CCC2C(=O)N1Cc1ccccc1 (stereo not drawn)	0.1%	-1.0	i	2.2%	10.9%	-17.8%	12.8%	1.3%	i
Cc1cc(=O)[nH]c(N/N=C/c2ccc(N(C)C)cc2)n1	3.8%	-1.1	i	-10.5%	-1.9%	-14.6%	?	-5.2%	i
Cc1ccc(CNC(=O)CCNS(=O)(=O)c2cccc3nonc23)cc1	0.7%	0.7	.	1.8%	-0.3%	5.6%	-27.2%	-7.9%	i
COc1ccc(-c2nnc3ccc(SCC(=O)N4CCCC4)nn23)cc1	0.2%	-1.4	i	-13.2%	-9.0%	-8.5%	-3.9%	11.2%	i
Cn1c(=O)c2c(ncn2CC(=O)N2CCN(S(=O)(=O)c3ccc(F)cc3)CC2)n(C)c1=O	0.5%	-0.3	i	1.2%	1.2%	8.9%	7.0%	-1.1%	i
O=C(O)C1C2C=CC(O2)C1C(=O)NCc1ccc(Cl)cc1 (stereo not drawn)	0.9%	-0.1	i	2.7%	1.7%	9.9%	-5.3%	4.2%	i
CC(C)OC(=O)c1ccc2nc3ccccc3nc2c1	-0.5%	-1.1	i	0.6%	?	6.5%	?	2.4%	i
